NPYLR7 ag – mosquito NPYLR7 agonism | HEK293T NPYLR7/Galpha15, GCaMP6s calcium fluorescence | activation, % at 10 µM | 0.15% of 270,000 active; in the data active means activation above about 40%;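 further: 0% = vehicle and 100% = reference agonist at the receptor; some compounds past the cut are filed as inactive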
hcGAS inh – human cGAS inhibition; recombinant h-cGAS, ATP depletion, Kinase-Glo luminescence; inhibition, % at 12.5 µM; 0.081% of 290,000 active; Q8N884; AID 1259398;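 further: 0% = vehicle reaction and 100% = reaction without DNA for no activity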
Target sequence (Q8N884 whole entry, looked up): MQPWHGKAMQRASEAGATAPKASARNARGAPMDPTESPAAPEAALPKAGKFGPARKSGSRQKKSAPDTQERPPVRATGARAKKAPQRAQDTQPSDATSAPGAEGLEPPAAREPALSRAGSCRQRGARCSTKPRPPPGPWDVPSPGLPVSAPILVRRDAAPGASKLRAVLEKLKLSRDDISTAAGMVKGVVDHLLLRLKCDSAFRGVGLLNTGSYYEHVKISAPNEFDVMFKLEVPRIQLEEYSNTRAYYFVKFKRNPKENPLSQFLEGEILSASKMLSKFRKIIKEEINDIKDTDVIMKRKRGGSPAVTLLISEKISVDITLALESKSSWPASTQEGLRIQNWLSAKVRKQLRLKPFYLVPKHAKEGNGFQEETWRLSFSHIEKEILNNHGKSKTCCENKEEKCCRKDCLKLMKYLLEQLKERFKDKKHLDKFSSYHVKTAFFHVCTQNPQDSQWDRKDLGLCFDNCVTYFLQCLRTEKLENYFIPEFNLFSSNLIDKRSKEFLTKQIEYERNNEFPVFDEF
mcGAS lum – blocks mouse cGAS activity; 0.15% of 160,000 active; inhibition, % at 12.5 µM; Q8C6L5; recombinant cGAS, Kinase-Glo ATP depletion luminescence; AID 1259399;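 further: 0% = negative control wells and 100% = reference inhibitor with no enzyme activity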
* hit, by the source's call; x = not tested or not shown; & = joins results of further samples. Unless noted, no stated cut-off is given here; in the data, active means inhibition above about 40%; inactive means the rest.

SMILES	NPYLR7 ag	hcGAS inh	mcGAS lum
COCCCNC(=O)C(C1CCCC1)N1CCN(C(=O)c2ccccc2C(F)(F)F)CC1 (stereo not given)	-6	1	-3
CCO[C@H]1COC[C@@H]1NC(=O)CN1CCC(C)=N1	27	-6	x
CN(CC1CC(c2cccc(F)c2)=NO1)C(=O)C1CC1 (stereo not given)	x	-4	-9
FC(F)(F)c1ccccc1NC(=S)NN=C1CC2CC=CC12 (stereo not given)	5	-5	x
Cc1cc(C=C2C(=O)NC(=S)NC2=O)c(C)n1-c1ccc(Br)cc1	-1	-3	-1
CC(C)(C)C(CO)Nc1ncnc2c1nnn2-c1ccccc1 (stereo not given)	6	-7	x
N#CC(C(=O)CC(c1ccccc1)c1ccccc1)C(=O)N1CCCC1 (stereo not given)	9	-5	-15
O=C(Cc1c(Cl)cccc1Cl)Nc1ccccc1CN1CCSCC1	-10	-9	x
Cc1cc(C)c2sc(N(Cc3cccnc3)C(=O)C3=COCCO3)nc2c1	-16	3	-1
Cc1cc(C(=O)NCc2cccnc2N2CCOCC2)no1	3	-1	x
COCCN(Cc1cccc(OS(=O)(=O)c2cccc(C(F)(F)F)c2)c1)S(=O)(=O)c1ccc(Br)cc1	11	-3	-5
COCCCN(CC(=O)N(CCc1c[nH]c2ccccc12)Cc1ccc(Cl)cc1)C(=O)c1cccs1	0	-9	-5
CC(C)Cn1c(=O)c2c(nc3n2CC(C)CN3c2ccc(Br)cc2)n(C)c1=O (stereo not given)	5	-1	x
Cc1ccccc1C(=O)N[C@@H]1CCCCC1NC(=O)C1CCCN(C(=O)CSc2ccccc2)C1 (stereo not given in full)	-2	-3	-4
Cn1cnnc1SCc1nc(C2CC2)nn1CC1CCCCC1	x	-12	-7
Cc1cccc(C(=O)Nc2cc(S(C)(=O)=O)ccc2C)n1	2	-6	x
CNC(=O)NC[C@H]1CCN(Cc2scnc2C)C[C@H]1N(C)C	x	1	-3
Cc1nn(-c2ccccc2)c(C)c1N1CCNCC1	-3	-5	x
Cc1cc(Br)c(NC(=O)CSCCO)cc1C	9	-2	x
COC(=O)c1sc(N2C(=O)C(=O)C(=C(O)c3ccccc3)C2c2cccs2)nc1C (stereo not given)	1	-3	-5
Cc1csc(SCCn2c(N3CCCCCC3)nc3c2c(=O)[nH]c(=O)n3C)n1	-3	-6	x
CCc1cc2c(cc3c(=O)n(CC(=O)O)ncn32)s1	4	2	-3
Cc1ccc(C)c(-n2nc(-c3ccc([N+](=O)[O-])cc3)cc2C(=O)N2CC3(C)CC2CC(C)(C)C3)c1 (stereo not given)	-3	0	-4
Cc1cc(Br)c2[nH]c(O)c(N=Nc3ccc([N+](=O)[O-])cc3[N+](=O)[O-])c2c1	0	-7	-7
CC(C)(C)c1cc(NC(=O)C2(C)CCN2C(=O)CC(c2ccccc2)c2ccccc2)no1 (stereo not given)	7	-7	-4
(listing goes on)
SMILES	NPYLR7 ag	hcGAS inh	mcGAS lum
Cc1cc(C)n(-c2nc(C)c(C)c(=O)n2CC(=O)N2CCC(C)CC2)n1	-5	2	-1
Cc1cc(C)c(S(=O)(=O)NC(CN2CCOCC2)c2ccccc2)c(C)c1 (stereo not given)	-1	-8	-9
Cc1onc(-c2ccccc2)c1C(=O)NC1CCCC1	-1	-1	1
CC(C)CN1CCCN(C(=O)c2ccc(Cn3cnnn3)cc2)CC1	14	-3	-9
CCOC(=O)C1CCCN(C(=O)c2nn(-c3ccc(Cl)cc3)c(=O)n(Cc3ccccc3F)c2=O)C1 (stereo not given)	2	4	0
O=S(=O)(c1ccc(F)c(F)c1)N1c2cccc3cccc(c23)S1(=O)=O	-2	-4	x
Cc1nc(-n2nc(C3CC3)cc2NC(=O)c2cc(Cl)ccc2Cl)[nH]c(=O)c1C	18	5	x
CC(C)C(=O)NCc1nnnn1C1CCCCC1	0	3	1
COc1ccccc1C(C)(C)C(=O)n1nc(C(F)(F)F)nc1N	9&10	-12&-9	x
COc1ccc(CNC(=O)CCC2CCCN(C(=O)c3ccoc3)C2)c(OC)c1 (stereo not given)	4	-9	x
CCOc1nc(-c2ccccc2F)n(-c2ccc(NC(=O)c3ccc(OC)cc3OC)cc2)n1	7	-1	-5
N#CCCN(C(=O)CN1C(=O)c2ccc([N+](=O)[O-])cc2C1=O)c1ccccc1	-6	-4	-5
CC(C)C1CN(Cc2cccnc2)CCC(=O)N1Cc1ccc(F)cc1 (stereo not given)	14	-7	x
COC(=O)Cn1c(=NC(=O)c2cc(C)no2)sc2cc(F)cc(F)c21	10	-8	-8
C/C=C/Cn1c(C(=O)N2CCCC2)cc2scc(Br)c21	x	1	-2
COc1cc(C(=O)NC(C)c2n[nH]c(C)n2)c2ccccc2n1 (stereo not given)	3	-13&1	-4
CCOC(=O)c1c(-c2ccc(OC)cc2)[nH]c(-c2ccc([N+](=O)[O-])cc2)c1C(=O)OCC	7	-5	x
CN(C)CCNC(=O)c1c(O)nc2ccccn2c1=O	-1	-6	-7
CC(=O)Nc1ccc(NC=C2C(=O)OC3(CCCCC3)OC2=O)cc1	4	-10	x
N#Cc1cccc(NC(=O)N2CCN(CC(OCc3ccc(C(F)(F)F)cc3)c3ccc(Cl)cc3)CC2)c1 (stereo not given)	x	-2	-7
CCN1C(=O)C(CC(=O)NC)SC1=Nc1cc(Cl)c(O)c(Cl)c1 (stereo not given)	-4	1	x
O=c1[nH]c2ccccc2c(=O)n1NC(=S)NC1CC2CCC1C2 (stereo not given)	4	-16	x
CC(C)(Oc1ccc(Cl)cc1)C(=O)Nc1ccc(-c2onc3c2CCCC3)cc1	5	-6	-7
Cc1ccc(-c2nnn(Cc3cc(C)on3)n2)cc1	2	-6	-8
CC(C)C1CN(C)CCN1C(=O)c1ccc(C(=O)c2cc[nH]c2)cc1 (stereo not given)	3	-14	x
Further compounds:
SMILES	NPYLR7 ag	hcGAS inh	mcGAS lum
Cc1nc(CN(C)C(=O)CC2C(=O)NCCN2Cc2ccc(F)cc2)cs1 (stereo not given)	3	1	x
CNC(=O)C1CCN(C(=O)NCCc2cccs2)CC1	9	-9	-9
Cc1cc(C(C)(C)C)cc(C)c1CSc1nnc(-c2ccncc2)n1C	0	-6	x
O=C(Nc1ccccc1CCO)c1ccccc1C1CCNC1 (stereo not given)	1	-2	x
COc1cc(-c2nc3ccccn3c2NC(C)(C)CC(C)(C)C)ccc1OC(=O)c1ccccc1F	7&-7	-8&3	-6&1
Nc1nnc(-c2ccccc2)o1	-5	-5	x
COc1ccc(S(=O)(=O)N2CCC(Cc3ccccc3)CC2)cc1N1CCN(C(=O)c2cccc(C#N)c2)CC1	24	-5	-8
CC(=O)OC(C)(C)C(=O)N1CCc2ccccc2C1c1ccccc1Cl (stereo not given)	-6	-4	0
Cc1c(Br)c([N+](=O)[O-])nn1CC(=O)Nc1ccc(Oc2ccc(Cl)cc2)cc1	10	5	1
O=C(O)CC1(CC(=O)Nc2nccs2)CCCC1	5	-5	x
CC1=C(C(=O)Nc2cc3cn[nH]c3cc2F)C(c2ccc(C(F)(F)F)cc2)CC(=O)N1 (stereo not given)	-1	-5	-6
C=CCN(Cc1ccccc1OC)C(=O)c1ccoc1C	2	3	-11
O=C(O)COc1ccccc1CN1CCCN2CCC[C@H]2C1	2	-2	x
Cc1ccc(CNC(=O)CNC2(C(N)=O)CCCC2)cc1F	-1	-6	x
c1ccc(OCc2noc(-c3ccc(NCc4ccon4)nc3)n2)cc1	4	-9	x
Cc1ccc2nc(Nc3nc(C)cc(C(F)(F)F)n3)nc(C)c2c1	-2	-3	x
COc1cccc(N(Cc2nnc3n2CCCCC3)C(=O)Nc2cccc(C)c2)c1	6	-11	x
Cn1c(=O)n(CC(N)=O)c(=O)c2c1nc1n2CCCN1c1ccc(Cl)cc1	13	-11	x
CC1(C)OCC(CNC(=O)c2cncn2-c2cccc(-c3ccccc3C(F)(F)F)c2)O1 (stereo not given)	5	-4	-7
CN(C)c1nccc(N(Cc2ccccc2)Cc2ccccc2)c1C#N	-12	-1	-3
O=C1OCCC1NC(=O)[C@H]1c2ccccc2C(=O)N(CCc2c[nH]c3ccccc23)[C@H]1c1ccccc1 (stereo not given in full)	15	-6	-2
C(=NNc1ccccc1)c1cnn(-c2ccccc2)c1	5	3	x
N#CC(=C(O)CSc1ncn[nH]1)c1nc2ccccc2[nH]1	5	-4	-4
CC(=O)Nc1cnc(-c2ccc3c(c2)OCO3)cn1	1	-5	x
CC(C)N1CCC(C(=O)N(C)C(C)c2cncs2)CC1 (stereo not given)	x	-14	-6

Some of these compounds in order of formula weight, highest first.
SMILES	NPYLR7 ag	hcGAS inh	mcGAS lum
COc1ccc(S(=O)(=O)N2CCC(Cc3ccccc3)CC2)cc1N1CCN(C(=O)c2cccc(C#N)c2)CC1	24	-5	-8
O=C1OCCC1NC(=O)[C@H]1c2ccccc2C(=O)N(CCc2c[nH]c3ccccc23)[C@H]1c1ccccc1 (stereo not given in full)	15	-6	-2
COc1cc(-c2nc3ccccn3c2NC(C)(C)CC(C)(C)C)ccc1OC(=O)c1ccccc1F	7&-7	-8&3	-6&1
Cc1c(Br)c([N+](=O)[O-])nn1CC(=O)Nc1ccc(Oc2ccc(Cl)cc2)cc1	10	5	1
CC1(C)OCC(CNC(=O)c2cncn2-c2cccc(-c3ccccc3C(F)(F)F)c2)O1 (stereo not given)	5	-4	-7
CC1=C(C(=O)Nc2cc3cn[nH]c3cc2F)C(c2ccc(C(F)(F)F)cc2)CC(=O)N1 (stereo not given)	-1	-5	-6
Cc1nc(CN(C)C(=O)CC2C(=O)NCCN2Cc2ccc(F)cc2)cs1 (stereo not given)	3	1	x
Cn1c(=O)n(CC(N)=O)c(=O)c2c1nc1n2CCCN1c1ccc(Cl)cc1	13	-11	x
CC(=O)OC(C)(C)C(=O)N1CCc2ccccc2C1c1ccccc1Cl (stereo not given)	-6	-4	0
Cc1cc(C(C)(C)C)cc(C)c1CSc1nnc(-c2ccncc2)n1C	0	-6	x
c1ccc(OCc2noc(-c3ccc(NCc4ccon4)nc3)n2)cc1	4	-9	x
Cc1ccc2nc(Nc3nc(C)cc(C(F)(F)F)n3)nc(C)c2c1	-2	-3	x
CC(C)N1CCC(C(=O)N(C)C(C)c2cncs2)CC1 (stereo not given)	x	-14	-6
C=CCN(Cc1ccccc1OC)C(=O)c1ccoc1C	2	3	-11
O=C(O)CC1(CC(=O)Nc2nccs2)CCCC1	5	-5	x
C(=NNc1ccccc1)c1cnn(-c2ccccc2)c1	5	3	x

(list continues)
SMILES	NPYLR7 ag	hcGAS inh	mcGAS lum
O=c1c2cc3c(=O)n(-c4ccncc4)ccc3nc2ccn1Cc1ccco1	1	-3	x
Cc1ccc(NC(=O)Cn2nc(C(F)(F)F)c(Cl)c2C)cc1	8	-3	-5
O=c1c2cc3c(=O)n(C4CCCCCC4)ccc3nc2ccn1-c1ncn[nH]1	3	6	x
Cc1ccc(C2c3cccn3CCCN2Cc2c(F)cccc2F)cc1C (stereo not given)	1	-8	-5
COc1ccccc1C(=O)NC1CCc2[nH]c3c(C)cc(Cl)cc3c2C1 (stereo not given)	x	-6	-4
CCCCOc1ccc(S(=O)(=O)NCCn2nc(-c3ccncc3)ccc2=O)cc1	8	-8	x
COc1ccc(OC)c(/C=N\NC(=O)C(C)Sc2nc3ccccc3s2)c1 (stereo not given)	6	2	-2
Cc1cc(C)n(C)c(=O)c1C(=O)N1CCN(C(=O)C2CCCO2)CC1 (stereo not given)	10	-8	x
O=C(Cc1c(F)cccc1F)N1CCOC(COCc2c(Cl)cccc2Cl)C1 (stereo not given)	5	-6	-6
O=C(NCCCNC(=O)[C@H]1CCCN1C(=O)/C=C/c1ccccc1)c1ccccc1	x	-3	-5
COc1cccc(-c2ccc3nnc(SCC(=O)N4CCCCC4)n3n2)c1	-14	-1	-5
CC1(C2CC2)NC(=O)NC1=O (stereo not given)	10	-3	x
O=C(C=Cc1cn(Cc2ccccc2)nn1)NC1CCCCC1	3	-2	x
CSc1ccc(C(=O)NCC(=O)N[C@@H]2C[C@H]3CC[C@@H]2C3)cc1	-6	-3	-5
c1ccc2c(c1)ccn2CCCNC1CCCNC1 (stereo not given)	4	-4	x
CN(CC1CCCCO1)C(=O)CCC1(Cc2ccc3ccccc3c2)CCC(=O)N1 (stereo not given)	19	-10	-14
CCN(CC)S(=O)(=O)c1ccc2c(c1)nc(CCC(=O)Nc1ccc3oc(C)nc3c1)n2C	1	-1	-2
CC(C)(Oc1ccc(Br)cc1)C(=O)O	8	-3	-6
O=C(Cc1cscn1)N1CCCC(c2nc(-c3ccncc3)ncc2-c2ccccc2)C1 (stereo not given)	1	0	x
Cc1ccc(C(=O)Nc2cc(C)nn2-c2nc(-c3ccccc3)cs2)cc1	-9	-6	-10
C1CCCC(NCC2CCN(C3CCCC3)CC2)CC1	x	-9	-2
Cc1ccc(-c2nn(-c3ccccc3)cc2C(=O)N2CCCCCC2)o1	0	-7	x
O=C1NC(c2cccnc2)(C2CCNCC2)C(=O)N1CCc1ccccc1 (stereo not given)	1	-4	-13
COc1ccc(-n2nc(-c3ccc(Cl)cc3)cc2NC(=O)CCSC)cc1	27	-3	-8
C=C(C)CN=c1scc(-c2ccco2)n1N=Cc1ccc(O)cc1O	-1	-9	-3
(further entries)
SMILES	NPYLR7 ag	hcGAS inh	mcGAS lum
Cc1ccc2c(c1)C(=O)NC1(CCN(C(=O)NC3CCCCC3)CC1)N2	17	-3	-6
COCCCN(CC(=O)N(CCc1ccccc1)Cc1ccc(C)o1)S(=O)(=O)c1ccccc1	x	-4	-2
CCOC(=O)C1=C(COC(=O)Cn2nc(C)c([N+](=O)[O-])c2C)NC(=O)NC1C (stereo not given)	20	3	x
CC(C)=CC(=O)N1CCC(c2nc(-c3ccncc3)no2)CC1	8	-3	-6
CN1N=C(c2nc(-c3cc(Br)cs3)no2)CCC1=O	0	3	x
Cc1[nH]c(=S)n(C2CCCCC2)c1C	3	-3	x
COc1cc(C(=O)NS(=O)(=O)Cc2ccccc2)cc(OC)c1C	4	-7	x
COc1ccc(-c2nnc(SCc3ccc(Cl)cc3)n2-c2ccccc2C)cc1OC	-1	-9	-5
NC(=O)C1CCCCN1C(=O)CSc1nc2ccc(Cl)cc2[nH]1 (stereo not given)	12	-6	x

Bioassay records (PubChem BioAssay)
